High-throughput results from PubChem BioAssay.
HEK293 tox: cytotoxic in the GLP-1 receptor inverse agonist counter-screen. 410,000 tested, 0.13% active. AID 624418. HEK293 cAMP-luciferase reporter cells, luminescence, 24 h. Potency, µM (series often up to 38.3 µM), for the others: at the highest dose activity change, negative = inhibition, most hits filed as inhibitors;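 further: loss of luciferase light is scored as toxicity; potency means the concentration at half of the fitted maximal effect; on the % scale 0 is the no-effect control and ±100 the full control effect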
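To flag toxic compounds, the library was rerun on cells for 24 hr at 37 deg C and 5% CO2. Viability-linked luminescence was captured 12 min after adding luciferase detection reagent.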
D3 ag: activates the human D3 dopamine receptor; P35462; D3R DiscoveRx beta-arrestin cells, luminescence, 90 min; max activation, %; 410,000 tested, 0.58% active; in the data active means max activation above about 30%; further: 0% is about no effect; mostly tested at two doses, the higher about 12 µM
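Agonist mode: compounds and dopamine controls were applied to plated cells for 90 min at 37 degrees C after an overnight attachment at 1500 cells/well. Luminescent read-out followed 30 - 60 minutes at room temperature with DiscoveRx detection reagent.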
GLP1R ag: agonists of human GLP-1 receptor. P43220. HEK293 GLP-1R CRE-luciferase, luminescence, 4-6 h; cells express a hypersensitive GLP-1R form. Potency, µM (doses to about 45.6 µM), inactives show at the highest dose activation, actives largely listed as activators. 380,000 tested, 0.007% active; further: potency means the concentration at half of the fitted maximal effect; % of control where 0% means no effect
Target sequence (P43220 whole entry, looked up): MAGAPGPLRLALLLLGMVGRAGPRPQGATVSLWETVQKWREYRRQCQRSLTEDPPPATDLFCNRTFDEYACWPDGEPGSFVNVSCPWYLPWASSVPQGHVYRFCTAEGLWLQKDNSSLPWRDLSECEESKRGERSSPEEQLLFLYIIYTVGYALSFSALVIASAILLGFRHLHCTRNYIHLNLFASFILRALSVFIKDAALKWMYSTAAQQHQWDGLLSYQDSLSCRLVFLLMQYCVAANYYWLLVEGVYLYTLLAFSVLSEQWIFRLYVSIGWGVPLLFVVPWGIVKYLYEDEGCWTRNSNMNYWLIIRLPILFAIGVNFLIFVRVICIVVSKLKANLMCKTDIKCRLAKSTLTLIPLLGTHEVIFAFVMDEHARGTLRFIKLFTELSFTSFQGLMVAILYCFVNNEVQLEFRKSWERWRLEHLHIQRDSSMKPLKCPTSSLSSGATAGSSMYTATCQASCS
WRN helicase inh: blocks human WRN helicase. Q14191. WRN helicase unwinding, fluorescent forked duplex, kinetic. Potency, µM (top dose mostly 114 µM), for the others: at the top dose activity change, negative = inhibition, actives largely listed as inhibitors. 360,000 tested, 0.46% active. AID 651768; further: potency means the concentration at half of the fitted maximal effect; on the % scale 0 is the no-effect control and ±100 the full control effect; nearly all actives have a fitted effect of over 55% in size
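Kinetic red-fluorescence monitoring (525/598 nm) tracks WRN helicase activity after 100 nM fluorophore-quencher forked duplex and 2 mM ATP are added to 20 nM enzyme pretreated 15 min at room temperature with compound.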
DRD3 antagonist: D3 dopamine receptor (human) antagonism. P35462. max response, negative = inhibition, %. D3R cells, DiscoveRx beta-arrestin luminescence, antagonist mode; hits give low values. 360,000 tested, 2.5% active; in the data active means max response below about -50%; inconclusive means no clear call, values can overlap the other calls; further: on the % scale 0 is the no-effect control and ±100 the full control effect; mostly tested at two doses, the higher about 12 µM
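Cells expressing the human receptor were seeded at 1500 cells/well, incubated overnight at 37 degrees C in 5% CO2, then exposed to library compounds with dopamine controls for 90 minutes at 37 degrees C before luminescent detection.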
IL-2 act: IL-2 activation; IL-2 activation reporter assay, cell-based qHTS; stimulated with anti-CD3/CD4/CD28 beads; in transgenic mouse T cells; activation, % (series mostly up to about 46 µM); 360,000 tested, 0.065% active; in the data active means activation above about 50%; inconclusive means mostly about 30% to 49%; further: 0% is about no effect
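First, unstimulated transgenic mouse T cells were exposed to compound for 60 min. Next, anti-CD3/anti-CD4-coated beads with anti-CD28 were added. Finally, after 18 h at 37 degrees C, EGFP and DsRed were imaged.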
PI5P4K alpha inh: inhibitors of human PI5P4K alpha. P48426. PI5P4Kalpha enzyme, ADP-Glo luminescence, 60 min; hits give low values. max response, %. 330,000 tested, 1.2% active; active means max response of -50% or lower; inconclusive means between -30% and -50%; inactive means -30% or higher; further: value at the top dose of about 77 µM; on the % scale 0 is the no-effect control and ±100 the full control effect
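Enzyme plus substrate dispensed, test compounds pinned in, then ATP (5 microM final) added. After 60 min at RT, ADP-Glo reagent 1 for 45 min and reagent 2 for 30 min preceded luminescence imaging.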
GLP-1R inv ag: inverse agonists of human GLP-1 receptor; P43220; Potency, µM (top dose mostly 38.3 µM), for inactives: at the top dose activity change, negative = inhibition, most hits filed as inhibitors; 410,000 tested, 1.6% active; HEK293 GLP-1R CRE-luciferase, luminescence, 24 h; GLP-1R form is constitutively active; further: potency means the concentration at half of the fitted maximal effect; on the % scale 0 is the no-effect control and ±100 the full control effect; nearly all actives have a fitted effect of over 55% in size
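qHTS in 1536-well format: reporter HEK293 cells expressing constitutive GLP-1R activity in DMEM + 10% Nu serum, 24 hr with compounds at 37 deg C, luminescence read after 12 min with detection reagent.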
PLK1 PBD block: inhibitors of human PLK1 polo-box domain binding. P53350. Plk1 PBD binding of FITC phosphopeptide, fluorescence polarization. Potency, µM, for the others: max response, negative = inhibition, actives largely listed as inhibitors. 360,000 tested, 2.8% active. AID 720504; further: potency means the concentration at half of the fitted maximal effect; series mostly up to about 57 µM; on the % scale 0 is the no-effect control and ±100 the full control effect; nearly all actives have a fitted effect of over 65% in size
Target sequence (P53350 whole entry, looked up, the tested form may be a part): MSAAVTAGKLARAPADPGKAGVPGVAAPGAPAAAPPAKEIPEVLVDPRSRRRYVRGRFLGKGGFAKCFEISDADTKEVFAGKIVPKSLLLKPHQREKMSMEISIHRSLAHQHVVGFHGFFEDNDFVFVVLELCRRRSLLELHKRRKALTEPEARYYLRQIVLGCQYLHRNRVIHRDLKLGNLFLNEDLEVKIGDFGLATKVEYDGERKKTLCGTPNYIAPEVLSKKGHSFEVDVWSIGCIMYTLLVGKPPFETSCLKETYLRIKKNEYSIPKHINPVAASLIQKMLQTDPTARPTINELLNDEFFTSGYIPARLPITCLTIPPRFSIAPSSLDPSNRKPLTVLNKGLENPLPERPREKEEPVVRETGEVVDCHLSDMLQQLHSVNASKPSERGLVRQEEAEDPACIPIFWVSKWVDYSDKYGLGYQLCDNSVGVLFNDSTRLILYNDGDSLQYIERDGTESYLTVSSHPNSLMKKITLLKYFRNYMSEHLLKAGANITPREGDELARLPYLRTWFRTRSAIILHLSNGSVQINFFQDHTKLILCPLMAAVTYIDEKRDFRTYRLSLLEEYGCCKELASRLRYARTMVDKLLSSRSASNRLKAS
Starred values were filed as active, the others as inactive; ? = inconclusive; nt = no result given; [ ] = remark or other dose. Unless noted, the call rests on the fitted dose curve; in most records, active means well fitted curve in the direction sought with a large enough effect; inconclusive means small, poorly fitted or top-dose-only effect, or another doubt; inactive means no such curve, though single readings can be large; an effect the other way counts as inactive or inconclusive. Outcome played no part in choosing rows; 7.8% or so of the library scored in one or more.

The line under a structure holds: HEK293 tox	D3 ag	GLP1R ag	WRN helicase inh	DRD3 antagonist	IL-2 act	PI5P4K alpha inh	GLP-1R inv ag	PLK1 PBD block
> CCOC(=O)C1=C(C)NC(=S)NC1c1ccc(C)s1 (stereo not given)
    -8%	10	18%	-1%[57.1 µM]	22	3.1	-2	16%	5%
> CCOC(=O)c1oc2ccccc2c1NC(=O)c1cccs1
    2%	21	1%	11%	21	26	nt	0%	-7%
> Cc1nc(NS(=O)(=O)c2ccccc2)sc1C(=O)NN
    19%	-3	-1%	?	-6	0.6	-19	0%	-21%
> COc1ccc(-c2ccnc(SCC(=O)Nc3ccccn3)n2)cc1
    -3%	-9	22%	-1%	1	0.2	7	20%	-8%
> CC(C)[C@H](N)C(=O)N[C@H]1CCC2C3CC=C4C[C@@H](O)CC[C@]4(C)C3CC[C@@]21C (stereo not given in full)
    -7%	1	16%	8%	-12	-4.3	-2	?	-10%
> CCCNC(=O)C1(C)CCN1C(=O)c1ccccc1CCc1ccccc1 (stereo not given)
    -5%	3	5%	1%	-16	1.1	-2	-5%	-1%
> O=[N+]([O-])c1ccc(N2CCN(CCO)CC2)cc1Sc1nc2ccccc2[nH]1
    ?	-17	-1%	-3%	?	-1.8	0	-23%	-5%
> Cc1[nH]nc2c1C(c1ccccn1)N(c1ccc(Br)cc1)C2=O (stereo not given)
    2%	-8	0%	-12%	-1	-2.5	nt	5%	1%
> O=C(N/N=C\c1ccncc1)c1ccccc1O
    18%	-2	0%	-5%	-22	-1.0	-3	-6%	-13%
> Nc1ccc[n+](CC(=O)c2ccccc2)c1
    -19%	0	6%	2%	24	0.8	0	0%	-4%
> COc1ccc(S(=O)Cc2ccc(C(=O)NCc3cccc(OC)c3)o2)cc1 (stereo not given)
    -13%	0	-3%	-6%	4	-3.0	3	18%	-17%
> N#Cc1ccc(C(C(=O)NC2CCCCC2)n2c(=O)c(-c3ccccc3)nc3ccccc32)cc1 (stereo not given)
    -5%	0	nt	0%	-5	-0.4	2	?	5%
> Cc1ccc(S(=O)(=O)N2CCCC2)cc1C(=O)NCC(C)(C)N1CCOCC1
    -16%	-13	1%	9%	-18	0.2	6	15%	-1%
> Cn1ccnc1SCc1cn2ccccc2n1
    10%	-11	0%	-3%	-20	-0.1	-6	-8%	-6%
> COc1ccccc1OCC(=O)O/N=C(\N)c1ccccn1
    -10%	-2	2%	-3%	1	-0.1	1	-29%	-13%
> C/C=C(/C)C(=O)Nc1cccc(C2=NOC3(C2)C[C@@H](C(N)=O)N(C(=O)c2ccc(OC)cc2)C3)c1 (stereo not given in full)
    12%	8	6%	-2%	-6	0.8	9	2%	3%
> O=C(Nc1cccc(S(=O)(=O)N2CCCCC2)c1)c1ccc2ccccc2n1
    -4%	-17	14%	-8%	-2	-5.6	0	?	-9%
> COc1cc2c(cc1OC)C(COc1ccc(F)cc1)N(C(C)=O)CC2 (stereo not given)
    -10%	-7	22%	-2%	1	-2.5	-1	48%[activator]	3%
> C[C@@H]1CN([C@H](C)CO)C(=O)CCCn2nncc2CO[C@H]1CN(C)S(=O)(=O)c1ccc(-n2cccn2)cc1
    3%	-8	-5%	3%	-26	-1.3	-5	22%	-10%
> N#Cc1c(C#N)c(SSc2c(C#N)c(C#N)c(N)n2-c2ccccc2)n(-c2ccccc2)c1N
    17%	2	1%	-6%	?	0.2	-81*	18%	2.7µM*
> CC(C)(C)c1ccc(C(=O)Nc2ccc([N+](=O)[O-])cn2)cc1
    4%	0	-10%	-15%	10	1.3	-2	0%	-2%
> O=C(N/N=C/c1c[nH]c2ccccc12)c1cc(Br)ccc1O
    -13%	5	-2%	-10%[57.1 µM]	-2	-0.9	-1	?	-13%
> CCCn1c(=N)c(S(=O)(=O)c2ccccc2)cc2c(=O)n3cccc(C)c3nc21
    2%	6	8%	10%	1	11	-2	2%	-6%
> CC(C)CNC(=O)c1cccc(NC(=O)CSc2ccc(Cl)cc2)c1
    -21%	-8	-1%	-22%	0	0.2	-1	?	-4%
> O=C(NCC1CCCO1)c1onc(CSc2ccc(F)c(F)c2)c1C(=O)O (stereo not given)
    6%	1	-4%	0%	0	-0.6	-7	7%	-6%
> O=C(CCC1CCCN(C(=O)c2cccs2)C1)N1CCN(c2ccccn2)CC1 (stereo not given)
    1%	6	-2%	0%	31	-1.7	4	9%	3%
> O=c1ccc(-c2ccc(S(=O)(=O)N3CCN(c4cccc(Cl)c4)CC3)o2)n[nH]1
    -1%	2	-2%	3%	10	-1.1	-2	-6%	-6%
> CSCCC(C(=O)Nc1c(C)cccc1C)N1CCN(c2ccc(F)cc2)CC1 (stereo not given)
    -1%	-1	-3%	-3%	25	1.0	8	?	9%
> Cc1cc(NC(=O)CN(C)S(=O)(=O)c2cccc(Cl)c2)no1
    -4%	4	6%	1%	-2	0.8	12	10%	-6%
> C/C(=N\NC(=O)c1cccc([N+](=O)[O-])c1)c1cccnc1
    -7%	9	11%	-2%	-1	0.7	1	17%	-3%

The last three entries of the part before open the next one:
Letter code – A = HEK293 tox; B = D3 ag; C = GLP1R ag; D = WRN helicase inh; E = DRD3 antagonist; F = IL-2 act; G = PI5P4K alpha inh; H = GLP-1R inv ag; I = PLK1 PBD block
CSCCC(C(=O)Nc1c(C)cccc1C)N1CCN(c2ccc(F)cc2)CC1 (stereo not given)
  A: -1%	B: -1	C: -3%	D: -3%	E: 25	F: 1.0	G: 8	H: ?	I: 9%

Cc1cc(NC(=O)CN(C)S(=O)(=O)c2cccc(Cl)c2)no1
  A: -4%	B: 4	C: 6%	D: 1%	E: -2	F: 0.8	G: 12	H: 10%	I: -6%

C/C(=N\NC(=O)c1cccc([N+](=O)[O-])c1)c1cccnc1
  A: -7%	B: 9	C: 11%	D: -2%	E: -1	F: 0.7	G: 1	H: 17%	I: -3%

CC1(c2cccc(Br)c2)NC(=O)N(CC(=O)N2CCN(C(=O)c3ccco3)CC2)C1=O (stereo not given)
  A: -18%	B: -5	C: -5%	D: 3%	E: -11	F: 7.7	G: 2	H: 15%	I: -3%

COc1ccc(NC(=O)N[C@@H](CCSC)C(=O)O)cc1Cl
  A: -2%	B: -8	C: 14%	D: -10%	E: 0	F: -0.2	G: 3	H: 4%	I: -10%

CN(C)S(=O)(=O)Oc1cccc(C(=O)Nc2ccc(Cl)c(Cl)c2)c1
  A: -27%	B: 5	C: -14%	D: -18%	E: -53*	F: -1.9	G: 8	H: ?	I: -9%

C=CCNCC(=O)Nc1sc2c(c1C(=O)Nc1ccc(OC)cc1OC)CCC2
  A: 6%	B: 11	C: 8%	D: -7%	E: 46	F: -0.6	G: 1	H: 27%	I: -7%

C#CCOCCOCCOCCNc1nc(N2CCN(C(=O)[C@H](C(C)C)n3cc(CCO)nn3)CC2)nc(N2CCN(C(=O)[C@H](C)n3cc(CCCN=C(N)N)nn3)CC2)n1
  A: 2%	B: 16	C: 5%	D: -6%	E: -12	F: 1.5	G: 3	H: 13%	I: -12%

S=C1NC(c2ccccc2)=NCN1c1ccccc1
  A: -11%	B: -3	C: -7%	D: 0%	E: 3	F: -0.7	G: -4	H: -2%	I: 1%

COC(=O)C[C@H]1C[C@H]2c3cc(NS(=O)(=O)c4ccc(OC)cc4)ccc3O[C@H]2[C@H](CO)O1
  A: 5%	B: 4	C: -2%	D: 1%	E: -10	F: -2.8	G: 1	H: 24%	I: -7%

COc1cccc(OCC(=O)N2CCCc3ccccc32)c1
  A: 2%	B: 2	C: 19%	D: -23%	E: -8	F: 0.6	G: -8	H: -17%	I: -2%

COc1cc(OC)c2c3c(c(C4CCCCC4)nc2c1)CCC3
  A: 22%	B: 17	C: 13%	D: 3%	E: 80	F: -0.5	G: 26	H: -17%	I: -4%

COc1ccc(CCN2C(=O)CC(Cc3ccc(C)cc3)C2=O)cc1OC (stereo not given)
  A: 7%	B: -8	C: 4%	D: ?	E: 0	F: -3.0	G: -69*	H: 0%	I: 12µM*

COc1cccc2sc(N(CCCN(C)C)C(=O)C(c3ccccc3)c3ccccc3)nc12
  A: ?	B: -21	C: -1%	D: -2%	E: -14	F: -6.1	G: 13	H: 5.6µM*	I: -15%

COc1ccc(Cl)cc1C(=O)NNC(=O)c1nn(C)c(=O)c2ccccc12
  A: ?	B: 0	C: 10%	D: 11%	E: -6	F: 0.7	G: -7	H: ?	I: -4%

COC(=O)C1=C(C)NC(=O)C1(NC(=O)c1ccccc1C)C(F)(F)F (stereo not given)
  A: 4%	B: -20	C: -8%	D: nt	E: nt	F: nt	G: nt	H: 13%	I: nt

O=C(CCC(=O)c1cccs1)NCC(=O)Nc1ccc(F)c(F)c1F
  A: -1%	B: 18	C: -4%	D: -5%	E: 4	F: -0.4	G: -22	H: 16%	I: -11%

Some of the entries above, reformatted.
Structure | HEK293 tox | D3 ag | GLP1R ag | WRN helicase inh | DRD3 antagonist | IL-2 act | PI5P4K alpha inh | GLP-1R inv ag | PLK1 PBD block
CN(C)S(=O)(=O)Oc1cccc(C(=O)Nc2ccc(Cl)c(Cl)c2)c1 | -27% | 5 | -14% | -18% | -53* | -1.9 | 8 | ? | -9%
C=CCNCC(=O)Nc1sc2c(c1C(=O)Nc1ccc(OC)cc1OC)CCC2 | 6% | 11 | 8% | -7% | 46 | -0.6 | 1 | 27% | -7%
C#CCOCCOCCOCCNc1nc(N2CCN(C(=O)[C@H](C(C)C)n3cc(CCO)nn3)CC2)nc(N2CCN(C(=O)[C@H](C)n3cc(CCCN=C(N)N)nn3)CC2)n1 | 2% | 16 | 5% | -6% | -12 | 1.5 | 3 | 13% | -12%
S=C1NC(c2ccccc2)=NCN1c1ccccc1 | -11% | -3 | -7% | 0% | 3 | -0.7 | -4 | -2% | 1%
